# sdo1 growth: sdo1-depleted yeast growth rescue; S. cerevisiae sdo1-depleted JHY4D growth rescue, OD600 30 h; hits give high values; pdr5 snq2 efflux-pump mutant strain; z-score at 10 µM; hit rate 0.21% among 140,000; AID 817;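 active = z-score above 3 at both the 24 hr and the 30 hr optical density reads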;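 note: z-score against mean and SD of all compound wells on the same plate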
# Insulin prom inh: TRM-6 insulin promoter activity inhibition | hit rate 0.9% among 130,000 | inhibition, % at 2 µM | TRM-6 cells (human fetal islet line), insulin promoter-eGFP reporter, imaging; reporter expression induced with tamoxifen;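 active = inhibition above the mean plus 3 SD, with well images judged a real hit on visual review, cut at about 60% in these data, passing the limit was not always enough; inconclusive = inhibition over the cutoff but images rejected on review; inactive = inhibition not above the cutoff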
# sdo1 growth Rescue 24 h: recorded beside sdo1 growth, whose call it bears; z-score; S. cerevisiae sdo1-depleted JHY4D growth rescue, OD600; measured here: growth rescue at 24 h;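 0 is the plate mean of compound wells and units are plate SD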
# An asterisk follows results filed as active; i = inactive; ? = inconclusive; · = no result given.
SMILES,sdo1 growth,sdo1 growth Rescue 24 h,Insulin prom inh
O=S(=O)(Nc1cc(Sc2cccc3cccnc23)c(O)c2ccccc12)c1ccc(F)cc1,-0.51,-0.52,-45
Cc1ccsc1/C=C1\SC(N2CCOCC2)=NC1=O,0.63,0.58,46
COc1ccc(/C=C(\C#N)C(=O)OCC(=O)Nc2ccc(-c3nc4ccc(C)cc4s3)cc2)cc1,·,·,20
C#CCOC(=O)/C(=C/c1ccc(F)cc1)NC(C)=O,0.99,0.56,·
CCS(=O)(=O)CCSc1nc(C)cc(C)c1C#N,0.1,0.33,44
Clc1cccc(Cl)c1/C=C/c1nc2ccccc2[nH]1,-2.4,-1.9,?
Cc1ccc(NC(=O)CS(=O)CC(=O)NCCCN(C)c2ccccc2)cc1 (configuration not stated),1.2,0.99,-109
COc1ccccc1N1CCN(C(=O)CSc2ncnc3scc(-c4ccccc4)c23)CC1,0.04,-1,51
Cc1ccc(NC(=O)C2CCCN(S(=O)(=O)c3ccc4c(c3)oc(=O)n4C)C2)nc1 (configuration not stated),1.5,1.6,?
CC(=O)c1cccc(N=C2NC(=O)C(CO)(CO)S2)c1,2,2.3,-147

# Taken from above.
# `C#CCOC(=O)/C(=C/c1ccc(F)cc1)NC(C)=O` @ sdo1 growth: 0.99
# `Clc1cccc(Cl)c1/C=C/c1nc2ccccc2[nH]1` @ sdo1 growth Rescue 24 h: -1.9
# `COc1ccccc1N1CCN(C(=O)CSc2ncnc3scc(-c4ccccc4)c23)CC1` @ sdo1 growth Rescue 24 h: -1

# Next part:
SMILES,sdo1 growth,sdo1 growth Rescue 24 h,Insulin prom inh
CCC(C)C1NC(=S)N(C2CCCCC2)C1=O (configuration not stated),-0.21,-0.72,57
COc1ccc2cnn(CCOc3cc(C)ccc3C(C)C)c(=O)c2c1OC,-0.38,-0.17,6
COC(=O)c1sccc1-c1ccc(C(=O)Nc2ccccc2)o1,-0.96,-0.99,-15
O=C(COc1cc(O)c2c(=O)cc(-c3ccccc3)oc2c1)c1ccccc1,-0.78,0.97,12
Cc1cc(C2=NNC(=NCc3ccccc3)SC2)c(C)n1-c1c(C)n(C)n(-c2ccccc2)c1=O,-1.4,-0.98,·
Cc1ccc(S(=O)(=O)N2CCN(Cc3cccc(C)c3O)CC2)cc1,0.07,0.54,-41
CCc1ccccc1NC(=S)NC1CC2CCCC(C1)N2Cc1cccs1 (configuration not stated),0.1,0,·
C=CCNC(=S)NN(c1ccccc1)c1ccccc1,·,·,-42
O=C(Nc1cccc(Oc2ccc3c(c2)C(=O)NC3=O)c1)c1ccco1,-0.57,-0.55,-31
Cc1ccc(/C=C/C(=O)NC2=NCCS2)cc1,1.3,1.6,·

# At a glance, 3 of the compounds above:
SMILES,sdo1 growth,sdo1 growth Rescue 24 h,Insulin prom inh
COc1ccc2cnn(CCOc3cc(C)ccc3C(C)C)c(=O)c2c1OC,-0.38,-0.17,6
COC(=O)c1sccc1-c1ccc(C(=O)Nc2ccccc2)o1,-0.96,-0.99,-15
O=C(COc1cc(O)c2c(=O)cc(-c3ccccc3)oc2c1)c1ccccc1,-0.78,0.97,12

# Next entries.
SMILES,sdo1 growth,sdo1 growth Rescue 24 h,Insulin prom inh
CCC(C(=O)Nc1cc(C(=O)Nc2cc(C)ccn2)ccc1Cl)c1ccccc1 (configuration not stated),-0.55,0.02,0
COc1ccc(-c2nc(NC(=O)c3ccccc3)sc2-c2ccc([N+](=O)[O-])cc2)cc1,1.1,0.7,-17
CSCCC1C(=O)OC2(C)CC(C)(C)NC(=S)N12 (configuration not stated),0.06,-0.96,-125
CCOC(=O)C1(CC)NC(c2ccco2)C2C(=O)N(c3ccc(C)cc3)C(=O)C21 (configuration not stated),0.76,0.46,14
Cn1c(=O)c(C(=O)COC(=O)c2cc(-c3ccco3)nc3ccccc23)c(N)n(Cc2ccccc2)c1=O,-0.91,-0.71,20
CCc1ccc(CNC(=O)Cn2nc(-c3ccccc3)ccc2=O)cc1,·,·,20
Cc1nc2ncnn2c(N2CCN(C(c3ccccc3)c3ccccc3)CC2)c1C,-1.9,-0.91,-55
O=C(NC(Cc1ccccc1)C(=O)O)C1CCCCC1 (configuration not stated),0.98,0.58,·
CCOC(=O)C1CCN(Cc2cnc(NC(=O)OC)s2)CC1,0.55,-0.18,·
O=C(NC1CCCC1)C1CCCN(S(=O)(=O)c2cnc[nH]2)C1 (configuration not stated),1.3,1.1,·
CCOc1ccc(CN(C)CC(=O)Nc2ccc([N+](=O)[O-])cc2Cl)cc1,-0.06,0.14,-44
CCc1nnc(NC(=O)CN2CCN(C(=O)c3ccccc3)CC2)s1,·,·,0
CN(C)CC(O)CN1C(=O)N(CN2C(=O)N(CC(O)CN(C)C)C(=O)C2(C)C)C(C)(C)C1=O (configuration not stated),·,·,47
COc1cc(SC)ccc1C(=O)OCC(=O)NC1CCCC1,·,·,62
COc1ccc(CNC(=O)Nc2cccc3ccccc23)cc1,0.71,0.84,-8
O=C(Cc1noc2ccccc12)Nc1ccc2ccccc2c1,-1.4,-1.5,-45
CC(=O)c1cccc(N(CC(=O)N2CCCCC2)S(C)(=O)=O)c1,0.86,0.51,0
CC(Sc1nc(N2CCOCC2)c2c(c1C#N)CC(C)(C)OC2)C(=O)Nc1ccccc1 (configuration not stated),1.6,0.91,-10
Cc1c(C(=O)N(C)C)c2cc(Cl)ccc2n1O,-0.02,-0.12,25
CN(Cc1ccccc1)C(=O)c1ccc2c(c1)OCO2,0,-0.54,-6
O=C(CSc1ccccn1)Nc1nc2ccc(Br)cc2s1,-1.9,-1.8,-27
O=C(O)/C=C/C(=O)N(Cc1ccccc1)Cc1ccco1,0.58,-0.09,·
Cc1ccc(C(=O)NCC(=O)OCC(=O)c2ccc3c(c2)NC(=O)CO3)cc1,·,·,19
COc1ccc(-n2nnc3c(=O)n(Cc4cc(C)ccc4C)cnc32)cc1,-0.7,1.2,-36
CCN(CC)C(=O)c1sc(NC(=O)Cc2cccs2)c(C#N)c1C,0.1,0.07,-3
CSc1ccc(/C=N/NC(=O)COc2ccc(Br)cc2Cl)cc1,-0.85,-0.04,·
COc1ccccc1NC(C)C(=O)Nc1ccc(C(C)=O)cc1 (configuration not stated),-0.22,-0.63,0
Cc1cc2nc(SCC(=O)N(C)C)c3c(c2cc1C)CCCC3,-0.77,-0.29,-9
CCC1CCCCN1c1cc(C)nc2cc(-c3cccc(C)c3)nn12 (configuration not stated),-1.2,-0.09,71
C=C(C)C(=O)OCCCCCCOc1ccc(C(=O)O)cc1,0.14,-0.03,·
O=C(CCS(=O)(=O)c1ccc(Br)cc1)N1CCN(c2ccccc2Cl)CC1,-1.1,-0.97,21
Cc1ccnc2nc(C(=O)OCCOc3ccc(F)cc3)nn12,·,·,-133
O=C(NCc1ccco1)c1ccc(S(=O)(=O)c2cccc(S(=O)(=O)N3CCOCC3)c2)cc1,1.1,0.39,-24
Cn1c(=O)c2[nH]c(CN(Cc3ccccc3)Cc3ccccc3)nc2n(C)c1=O,-0.31,0.12,35
COc1ccc([N+](=O)[O-])cc1NC(C)C,0.39,-0.32,·
O=C(OCc1nnc(-c2ccc(Cl)cc2)o1)c1ccc(=O)n(Cc2ccccc2)n1,0.58,0.38,-3
CCSc1nc2[nH]ncc2c(=O)[nH]1,0.72,0.8,-27
CCSc1nnc(NC(=O)c2cc(OC)c(OC)c(OC)c2)s1,·,·,44
O=C(CSc1ncn[nH]1)Nc1ccc2c(c1)OCCO2,1.2,2.2,-31
COC(=O)C(C(=O)OC)C(C)C(C(=O)OC)C(=O)OC,0.29,0.08,39
CC(C)CC(NC(N)=O)C(=O)OCC(=O)NC(=O)NC1CCCC1 (configuration not stated),3.4,0.77,·
Cn1c(-c2ccc3ccccc3n2)nc2cnccc21,-0.49,-0.78,·
CCc1nnc(NC(=O)c2ccc(-c3ccccc3Cl)o2)s1,-1.4,-0.48,-11
CCOC(=O)N1CCN(S(=O)(=O)c2cc(Cl)ccc2Cl)CC1,1,0.57,·
CCOc1cc(C)c(Cl)cc1S(=O)(=O)n1ccnc1,·,·,42
COc1ccc(NC(=O)N2CCCC2C(=O)Nc2ccc(C)cc2)cc1 (configuration not stated),0.18,-0.1,0
COc1ccc(C(=O)OC(C)CN2CCN(C)CC2)cc1OC (configuration not stated),0.08,-0.82,·
O=C(Nc1ccccc1C(F)(F)F)N1CCN(C(c2ccccc2)c2ccccc2)CC1,0.68,1.9,-55
O=C(CCCC(=O)NCc1ccccc1)NCc1ccccc1,0.35,0.29,3
O=C(CSc1nnc(-c2ccc(O)cc2)n1Cc1ccco1)c1ccccc1,-0.47,-0.71,-77
# Additional records
SMILES,sdo1 growth,sdo1 growth Rescue 24 h,Insulin prom inh
Cc1cc(C(=O)NCC(=O)OCC(=O)N2CCCCCC2)ccc1[N+](=O)[O-],0.53,-0.06,·
COC(=O)CCNC(=O)Cn1cnc2sc3c(c2c1=O)CCCC3,·,·,53
CCCCn1c(N)c(N(CC(C)C)C(=O)CCCSc2nncs2)c(=O)[nH]c1=O,·,·,42
CCn1c(/C=C2\C(=O)Nc3ccccc32)nc2ccccc2c1=O,-1.1,-0.99,·
COc1ccc(N2CCN(C(c3cccc(OC)c3OC)c3nnnn3C3CCCC3)CC2)cc1 (configuration not stated),-1.4,-1.1,49
COc1ccccc1C1CC(c2ccc(Cl)cc2Cl)Nc2nc(N)nn21 (configuration not stated),0.78,0.24,·
Cc1cc(C)cc(N(C(=O)c2csnn2)C(C(=O)NC(C)(C)C)c2cccnc2)c1 (configuration not stated),·,·,-30
O=C(CC1N=C2c3ccccc3N=C(SCc3ccc(F)cc3)N2C1=O)NCc1ccco1 (configuration not stated),0.52,0.58,24
C1CN=C(NC23CC4CC(CC(C4)C2)C3)C1,-0.15,0.1,0
Cc1nc(NC2=NC(C(=O)Nc3ccc(Cl)cc3)CC(=O)N2)nc2ccccc12 (configuration not stated),0.15,-0.62,-7
N#CC1=C(N)N(c2ncn[nH]2)C2=C(C(=O)CCC2)C1c1ccc(F)cc1 (configuration not stated),0.83,0.78,19
CCCNCc1cc(OCC)c(OCC(N)=O)cc1Br,1.6,0.92,-33
Fc1ccccc1/C=C1\CCCC2=C1Nc1nnnn1C2c1ccccc1F (configuration not stated),-1.3,-0.59,53
Cc1ccc(-n2nc3c(c2NC(=O)c2ccc(OC(C)C)cc2)CS(=O)C3)cc1 (configuration not stated),0.89,-0.61,·
COC(OC)c1ccnc(-c2ccc(OC(=O)c3ccc(F)cc3)cc2)n1,·,·,-33
Cn1nnnc1-c1cc(Br)ccc1NC(=O)c1ccccc1,0.22,2.9,-23
Cc1cc(C)cc(NC(=O)CSc2nc3ccncc3[nH]2)c1,-0.29,-0.59,·
Cc1ccc(C)c(OCCCCn2cnc3ccccc3c2=O)c1,-1.6,-1.1,-24
Cc1cccc(S(=O)(=O)NNC(=O)c2cc(-c3ccc(F)cc3)nc3ccccc23)c1,·,·,-35
c1ccc(CSCCc2ccncc2)cc1,0.29,-1.3,·
CCCCCn1c(=O)c(F)cn(Cc2ccc(OC)c([N+](=O)[O-])c2)c1=O,-0.28,-0.92,12
COc1ccc(NC(=O)NNC(=O)c2ccc(Cl)cc2Cl)cc1OC,·,·,-44
CCOc1ccc(NC(=O)CN2C(=O)C3CCCN3C2=O)cc1 (configuration not stated),0.65,-0.19,·
COC(=O)C/C=C/[C@@H](C)[C@@H](/C=N/OC[C@H]1O[C@H](c2ccccc2)C=C[C@@H]1Oc1ccc(OC)cc1)OC,-0.05,-0.87,-48
O=C(c1ccccc1-n1cccc1)N1N=C(C(F)F)CC1(O)C(F)F (configuration not stated),1.2,0.37,7
O=C(CSc1ccc(-c2ccc(Br)cc2)nn1)N1CCOCC1,·,·,8
Cc1cc(/C=C2\SC(=S)N(Cc3ccco3)C2=O)c(C)n1-c1cccnc1,-1.2,-1.1,-35
CCC(CC)C1=NN2C(=N)/C(=C\c3cc(C)n(-c4cccc(C)c4)c3C)C(=O)N=C2S1,-1,-1.1,36
Cc1cc2nc(-c3cccc(NC(=O)c4ccc(Br)o4)c3C)oc2cc1C,-1.8,-0.72,·
CCCCC1CC(CSc2ncn[nH]2)OC1=O (configuration not stated),-0.74,-1.1,·
COc1ccc2cc(C(C)c3nc4ccccc4c(=O)n3N)ccc2c1 (configuration not stated),-1.4,-0.89,0
O=C1c2ccccc2C(=O)N1CC(O)CN1CCOCC1 (configuration not stated),1.6,1.3,i
Cc1cc(Cl)ccc1OCC(=O)N1CCCCC1,0.29,-0.08,7
CCOc1cc(/C=N\Nc2ccc([N+](=O)[O-])cc2)ccc1OCC(=O)Nc1ccc(C)c(C)c1,-0.67,1,-43
COCC(C)n1c(C)cc(C(=O)CSc2ncccn2)c1C (configuration not stated),·,·,33
CC(C)(C)OC(=O)N1CCC(C(=O)O)CC1,0.77,0.17,-23
Cc1cccc(N2CC(C(=O)Nc3nnc(SCC(=O)Nc4nccs4)s3)CC2=O)c1 (configuration not stated),0.57,0.39,41
CNc1nc(-c2ccccc2)[n+](-c2ccc(C)cc2)s1,-0.54,-0.73,·

# 6 entries from above, as tab-separated lines:
SMILES	sdo1 growth	sdo1 growth Rescue 24 h	Insulin prom inh
Cc1cc(Cl)ccc1OCC(=O)N1CCCCC1	0.29	-0.08	7
CCOc1cc(/C=N\Nc2ccc([N+](=O)[O-])cc2)ccc1OCC(=O)Nc1ccc(C)c(C)c1	-0.67	1	-43
COCC(C)n1c(C)cc(C(=O)CSc2ncccn2)c1C (configuration not stated)	·	·	33
CC(C)(C)OC(=O)N1CCC(C(=O)O)CC1	0.77	0.17	-23
Cc1cccc(N2CC(C(=O)Nc3nnc(SCC(=O)Nc4nccs4)s3)CC2=O)c1 (configuration not stated)	0.57	0.39	41
CNc1nc(-c2ccccc2)[n+](-c2ccc(C)cc2)s1	-0.54	-0.73	·

# High-throughput results as filed in PubChem BioAssay.
